CFTR F508del cor: CFTR F508del correction in bronchial cells | CFBE cells, YFP halide quenching; stimulated with forskolin plus potentiator P3; % fluorescence drop versus neutral controls | activity (quench increase), % at 7.58 µM | hit rate 0.36% among 350,000 | AID 720511;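 active = mean added fluorescence quench of at least 8% versus neutral control, with both replicates also reaching 8%; inconclusive = only one of the mean or replicate conditions met; inactive = mean below 8% and not both replicates reaching 8%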;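 also: cells transiently co-express mutant CFTR-F508del with the halide-sensitive YFP; corrector assay measuring rescue of mutant channel to the surface after 24 h compound exposure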
INS-1E GSIS act: primary screen for activators of insulin secretion dependent on glucose, INS-1E cells, GLuc reporter luminescence; INS-1E GLuc reporter insulin secretion, 2-3 h; activation, % at 16.6 µM; hit rate 0.61% among 370,000; AID 743287;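 active = lowest replicate activation of at least 40%, so every replicate reaches that level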;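 also: 0% = median of neutral control wells and 100% = median of IBMX positive control wells; some compounds called inactive have numbers as strong as hits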
EWS-Fli block: EWS/Fli transcriptional activity inhibition. AID 651661. inhibition, % at 12.6 µM. A673 NR0B1-luciferase reporter, viability-normalised. hit rate 0.67% among 350,000;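 active = mean inhibition of at least 50% after viability correction, with every replicate also passing that limit; inconclusive = mean reaches 50% but only one of two replicates passes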;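 also: firefly luciferase signal divided by Alamar Blue viability fluorescence both relative to DMSO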
PAX8 inh HTS: PAX8 transcriptional activity inhibition | RMG-I TPO-luciferase reporter, SteadyGlo, 24 h | inhibition, % at 12.6 µM | hit rate 1.2% among 360,000 | AID 652154;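 active = mean replicate inhibition at least 60% with every replicate also reaching 60%; inconclusive = only one of the two criteria is met; inactive = mean below 60% and not all replicates reaching 60%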;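 also: luciferase light reporting Pax8 driven TPO promoter activity; plate controls were median of neutral control wells for no effect and mitoxantrone controls for full effect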
DENV2 CPE rescue: protects cells from dengue virus 2 cytopathic effect | hit rate 1.7% among 350,000 | DENV2-infected cells, cytopathic effect rescue, plate reader | CPE inhibition, % at 9.99 µM | AID 651640; in the data active = CPE inhibition above about 20%, passing the limit was not always enough; inconclusive = no clear call, values can overlap the other calls; tested in BHK-21 cells;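 also: 0% = median of neutral control wells and 100% = median of positive control wells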
XiGFP reactiv: reactivates the inactive X chromosome in mouse fibroblasts; XiGFP mouse fibroblasts, % GFP-positive cells imaging, 3 d; cells co-treated with 5-aza-dC sensitizer; scaled so ellipticine positive control = 100%; activation, % at 7.58 µM; hit rate 0.055% among 360,000;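 active = mean normalized replicate activation at least 10% and every replicate at or above 10%; inconclusive = only one of the two criteria met; inactive = mean below 10% and not all replicates reach 10%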;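 also: 0% = median of on-plate neutral control wells and 100% = ellipticine 6 µM median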
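System: XiGFP fibroblasts, SV40-immortalized. Medium: DMEM plus 5-aza-dC sensitizer. Doses: single point. Timing: 3 d treatment, 15 min room-temperature fixation. Control set: ellipticine 6 µM.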
ARNT-TACC3 inh: disrupts binding between human ARNT and TACC3; inhibition, % at 9.99 µM; AlphaScreen His-ARNT PAS-B/GST-TACC3 binding, luminescence; TACC3 fragment carries E629A point mutation; hit rate 0.66% among 390,000; AID 623870; Q9Y6A5;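 active = mean inhibition of replicates at least 50% and at least half of replicates each reaching 50%; inconclusive = half or more replicates reach 50% but mean below 50%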;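 also: 0% = complete ARNT plus TACC3 wells and 100% = ARNT alone without TACC3; many hits fall short of the cut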
ERp5 block: inhibitors of human ERp5; Q15084; ERp5 insulin aggregation, absorbance 650 nm, 90 min; inhibition, % at 9.99 µM; hit rate 0.05% among 350,000; AID 651711;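 active = mean replicate inhibition above about 25%, with every replicate also reaching it, limit read from the data, passing the limit was not always enough; inconclusive = only one of those two criteria met; inactive = neither criterion met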
Target sequence (Q15084 whole entry, looked up): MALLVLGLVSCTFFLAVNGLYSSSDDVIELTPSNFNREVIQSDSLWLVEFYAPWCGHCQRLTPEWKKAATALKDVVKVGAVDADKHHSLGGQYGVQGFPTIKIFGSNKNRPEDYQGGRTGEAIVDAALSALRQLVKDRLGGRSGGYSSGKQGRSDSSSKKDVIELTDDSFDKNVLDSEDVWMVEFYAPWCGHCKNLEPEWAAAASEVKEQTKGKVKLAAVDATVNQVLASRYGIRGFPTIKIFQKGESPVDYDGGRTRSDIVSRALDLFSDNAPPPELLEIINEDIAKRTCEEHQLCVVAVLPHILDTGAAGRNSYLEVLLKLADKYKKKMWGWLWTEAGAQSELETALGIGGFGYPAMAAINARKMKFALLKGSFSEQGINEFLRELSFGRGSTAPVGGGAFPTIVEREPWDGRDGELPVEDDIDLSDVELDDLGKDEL
* hit, by the source's call; ? = inconclusive; nt = not tested or not shown; & = joins results of further samples.

SMILES	CFTR F508del cor	INS-1E GSIS act	EWS-Fli block	PAX8 inh HTS	DENV2 CPE rescue	XiGFP reactiv	ARNT-TACC3 inh	ERp5 block
O=C(C[C@@H]1C[C@@H]2c3cc(NC(=O)NC4CCCC4)ccc3O[C@@H]2[C@@H](CO)O1)NCc1ccc(Oc2ccccc2)cc1	-2.1	2	8	8	2	-0.1	2	1
O=CN1CCN(C(=O)Cc2ccc([N+](=O)[O-])cc2)CC1	nt	3	6	17	4	0.2	-3	6
CNC[C@@H]1Oc2ncc(C#Cc3ccc(OC)c(OC)c3)cc2C(=O)N([C@H](C)CO)C[C@@H]1C	2.7	1	-14	nt	5	-0.3	-5	2
Cc1nc(C(F)(F)F)ccc1C(=O)N1CCCCCC1(C)C(=O)NCC(C)C (configuration not stated)	0.8	-1	6	-12	7	0.0	nt	8
Cc1cc(C)n(-c2cc(N3CCN(S(=O)(=O)c4ccc(Br)cc4)CC3)ccc2[N+](=O)[O-])n1	nt	-29	nt	2	nt	0.0	4	nt
Cc1cc(C)c(C)c(S(=O)(=O)NCc2ccc(C(=O)N3CCOCC3)cc2)c1C	5.6	0	nt	3	4	-0.1	-12	-1
CCOc1c(C)cc(S(=O)(=O)NCc2cccnc2)c(C)c1C	-3.0	-5	9	20	-7	0.0	3	-7
Cc1ccc(CNC(=O)Cc2csc(Nc3nc(=S)[nH]c4ccccc34)n2)cc1	-0.2	4	0	nt	nt	nt	nt	-1
N#CCOc1ccccc1CNC[C@H]1O[C@@H](n2cnc(C(N)=O)n2)[C@H](O)[C@@H]1O	-3.4	8	5	5	9	-0.1	-7	3
Clc1ccc(C=NN2CCCCCC2)cc1Cl	1.4	nt	-125	-164	-3	0.0	5	-4
COc1ccccc1OCC(=O)N1CCCC(Nc2cccc(F)c2)C1 (configuration not stated)	-6.1	-4	-4	-3	0	-0.1	-13	0
CCOc1cc(C=C2C(=O)c3ccccc3C2=O)ccc1OCC(=O)Nc1ccc(C)cc1	nt	-7	nt	13	nt	0.7	0	nt
CCCNC(=O)N1[C@@H]2CNC[C@H]1C2c1ccc(-c2ccccc2)cc1 (some centres not stated)	-0.3&-0.6	-8&-2	4	-15	6&-5	0.1&0.0	nt	-6&4
COc1c(C(=O)Nc2ccc3[nH]c(=O)[nH]c3c2)cc2ccccc2c1Br	3.7	18	7	10	1	0.0	-16	-3
C[C@@H]1CN([C@@H](C)CO)C(=O)Cc2cc(NC(=O)CCN3CCOCC3)ccc2O[C@@H]1CN(C)C(=O)Nc1ccc(F)cc1	-0.4	-4	-11	12	7	0.1	-9	2
CCCCC[C@@H](C)N1C[C@@H](COCc2ccccc2)Oc2cc(N3CCC[C@H]3CO)ccc2S1(=O)=O	0.0	-6	11	19	-8	0.1	nt	8
O=C1NC(c2ccccc2Br)=N/C1=C\c1ccco1	0.0	-15	-89	-47	1	0.2	-6	3
CC(C)(C)n1nnnc1C(c1cccc(C#N)c1)N1CCCc2ccccc21 (configuration not stated)	2.8	-10	12	nt	0	nt	35	4
CO[C@@H]1CN(C)C(=O)c2ccc(NC(=O)C3CCCC3)cc2OC[C@@H](C)NC[C@@H]1C	1.9	15	-8	1	-7	0.4	-11	1
C/C=C/c1cnc2c(c1)C(=O)N([C@@H](C)CO)C[C@H](C)[C@@H](CN(C)C(=O)Nc1ccc(F)cc1)O2	1.5	3	7	-25	-5	0.2	2	6
CN(C)C(=O)C[C@@H]1CC[C@H]2[C@H](COc3ccc(NC(=O)c4cnccn4)cc3C(=O)N2C)O1	0.1	2	-7	13	nt	0.3	3	3
COc1ccc(C(C)=O)cc1COC(=O)CSC(C)C(=O)Nc1cc(C)on1 (configuration not stated)	0.0	-8	6	8	-5	0.1	14	4
CC1=C(C)CC2C(=O)N(c3cccc4ccccc34)C(=O)C2C1 (configuration not stated)	1.3	-11	-3	26	6	0.3	nt	7
Cc1cc(C)c(S(=O)(=O)N(C)CC(=O)NCc2ccccn2)c(C)c1	2.2	3	1	4	5	0.0	-16	-9
CC1CC(=O)N(c2ccc(N(C)Cc3ccccc3)c([N+](=O)[O-])c2)C1=O (configuration not stated)	-0.1	4	-6	-8	0	-0.1	0	3
Cc1ccc(OCC(O)CN2C(=O)NC(C)(C)C2=O)cc1C (configuration not stated)	0.6	13	-13	-3	5	0.2	nt	9
O=C(NCc1ccncc1)c1cncc(Br)c1	0.2	2	2	1	-1	0.0	-7	0
Cc1cccc(Nc2nc(-c3ccc(O)cc3O)cs2)n1	2.3	-1	-81	-152	7	-0.1	-3	2
Cc1ccc(C)c(N2C(=N)S/C(=C\c3ccc(-c4ccccc4C(=O)O)o3)C2=O)c1	6.2	-14	6	1	-1	0.0	2	-5
CCn1c(SCC(=O)Nc2ccc3c(c2)OCCO3)nnc1-c1ccncc1	0.4	17	5	-20	4	-0.1	-3	-6

A draw from above in order of formula weight, highest first:
SMILES	CFTR F508del cor	INS-1E GSIS act	EWS-Fli block	PAX8 inh HTS	DENV2 CPE rescue	XiGFP reactiv	ARNT-TACC3 inh	ERp5 block
C/C=C/c1cnc2c(c1)C(=O)N([C@@H](C)CO)C[C@H](C)[C@@H](CN(C)C(=O)Nc1ccc(F)cc1)O2	1.5	3	7	-25	-5	0.2	2	6
Cc1ccc(OCC(O)CN2C(=O)NC(C)(C)C2=O)cc1C (configuration not stated)	0.6	13	-13	-3	5	0.2	nt	9
CC1=C(C)CC2C(=O)N(c3cccc4ccccc34)C(=O)C2C1 (configuration not stated)	1.3	-11	-3	26	6	0.3	nt	7

The list continues.
SMILES	CFTR F508del cor	INS-1E GSIS act	EWS-Fli block	PAX8 inh HTS	DENV2 CPE rescue	XiGFP reactiv	ARNT-TACC3 inh	ERp5 block
CCOC(=O)C1=C(C)N(CCCCCC(=O)O)C(=O)NC1c1cccc([N+](=O)[O-])c1 (configuration not stated)	1.0	-1	-8	-13	-1	0.0	-2	5
C=CC[C@H](CC(=O)NCCO)C(=O)N[C@@H](COC(=O)[C@@H](CC=C)Cc1ccc(F)cc1)Cc1ccccc1	-2.6	-21	-7	0	-5	0.4	23	-2
COc1ccc(NC(=O)N2CCCCN3[C@@H](CO)[C@H](c4ccc(-c5ccccc5C)cc4)[C@@H]3C2)cc1	-3.0	-24	nt	3	nt	-0.1	26	nt
O=C(C[C@H]1CC[C@H]2[C@@H](COC[C@H](O)CN2C(=O)Nc2ccc(Cl)c(Cl)c2)O1)NCc1ccc(Cl)c(Cl)c1	4.1	-18	-2	36	-20	0.1	8	-10
CN(C)S(=O)(=O)c1ccc(Cl)c(C(=O)NC2=NCCS2)c1	3.7	-5	0	-2	-2	0.1	-4	1
C[C@@H](CSc1ccccc1)CN1CC[C@H](C(C)(C)C)CCC1=O	0.1	nt	1	2	nt	0.0	-6	5
CN1CCN(C(=O)C[C@H]2C=C[C@H](NC(=O)Nc3ccccc3F)[C@H](CO)O2)CC1	1.5	18	-9	-16	1	0.2	2	-6
C[C@H]1[C@@H](Cc2cc(Cl)cc(Cl)c2)N(c2ccccc2)c2ccccc2CN1Cc1ccccc1	6.3	-8	-5	12	43*	0.1	nt	0
CC(=O)N1CCCCN2[C@@H](CO)[C@@H](c3ccc(-c4ccc(F)cc4)cc3)[C@@H]2C1	2.5	-8	-15	-6	-12	0.0	-7	-9
COc1ccc(N2CCN(C(=O)c3c(-c4c(F)cccc4Cl)noc3C)CC2)cc1	1.4	2	7	13	?	-0.1	7	-8
COc1ccccc1CCN=C(N)NS(=O)(=O)c1ccc(C)cc1	4.0	3	-7	-4	2	0.0	nt	4
CCc1nnc(NS(=O)(=O)c2ccc(NC(=O)c3ccccc3O)cc2)s1	3.7	12	2	2	-2	0.2	22	3
CCOC(=O)c1sc(Nc2ccc(Br)cc2)nc1C	-2.2	-42	-58	-103	?	?	-3	-3
COc1ccc(NC(=O)N(C)C[C@H]2Oc3ccc(NC(=O)Nc4ccccc4)cc3CC(=O)N([C@@H](C)CO)C[C@@H]2C)cc1	0.5	2	-3	nt	-2	0.0	4	0
CC(C)c1ccc(NC(=O)Cn2nnc(C(=O)NCc3ccc4c(c3)OCO4)c2N)cc1	-2.0	6	nt	-8	-4	0.1	-12	6

An excerpt from above with just PAX8 inh HTS, EWS-Fli block and ARNT-TACC3 inh:
Molecule | PAX8 inh HTS | EWS-Fli block | ARNT-TACC3 inh
CCOC(=O)c1sc(Nc2ccc(Br)cc2)nc1C | -103 | -58 | -3
COc1ccc(NC(=O)N(C)C[C@H]2Oc3ccc(NC(=O)Nc4ccccc4)cc3CC(=O)N([C@@H](C)CO)C[C@@H]2C)cc1 | nt | -3 | 4

Next section
SMILES	CFTR F508del cor	INS-1E GSIS act	EWS-Fli block	PAX8 inh HTS	DENV2 CPE rescue	XiGFP reactiv	ARNT-TACC3 inh	ERp5 block
COc1ccc2c3c(n(C)c2c1)[C@H](CO)NCC31CN(S(=O)(=O)c2ccccc2)C1	-0.8	24	1	nt	?	0.1	nt	1
CN(CC(=O)Nc1ccc(F)cc1)C(=O)COC(=O)CNC(=O)c1sc2ccccc2c1Cl	-4.5	-18	2	1	8	0.1	-11	0
C[C@H](CO)N1C[C@H](C)[C@@H](CN(C)Cc2cccc(F)c2)Oc2cc(-c3cccc(C#N)c3)ccc2S1(=O)=O	0.9&-4.7&-3.7	-8&-3	7&32&11	-5&30&58	-3&-5&2	0.2&-1.2	-3&-3	0&-4&-1
C[C@@H]1CN([C@H](C)CO)C(=O)c2cc(NC(=O)CCC(F)(F)F)ccc2O[C@H]1CN(C)C(=O)Nc1cccc2ccccc12	-0.7	4	-3	18	5	0.1	4	-3
Cc1ccc(S(=O)(=O)N(C)C[C@@H]2OCCCC[C@H](C)Oc3ccc(NS(=O)(=O)c4ccccc4)cc3C(=O)N([C@H](C)CO)C[C@H]2C)cc1	1.6	-50	-9	72*	2	0.2	-6	3
Cc1cc([N+](=O)[O-])cnc1N1CCOCC1	0.9	1	4	12	0	-0.1	nt	-4
CN(C(=O)CS(=O)(=O)c1cn(CC(=O)N2CCCCC2)c2ccccc12)c1ccccc1	1.5	nt	4	nt	64*	0.1	-3	1
OC(COCc1ccco1)CN1CCN(c2ccccc2)CC1 (configuration not stated)	nt	-6	nt	-22	nt	0.0	-4	nt
CCN(C[C@H]1N[C@@](Cc2ccccc2)(C(=O)OC)[C@H]2C(=O)N(C)C(=O)[C@@H]12)C(=O)c1ccc(C)cc1	2.5	4	6	-16	9	0.5	0	-8
CN(C)C(=O)c1cccc(-c2ccc([C@@H]3[C@H](CO)N4CCCCN(S(C)(=O)=O)C[C@@H]34)cc2)c1	1.0	-9	-2	15	2	0.1	-2	-2
O=C(CN1C(=O)NC2(CCc3ccccc32)C1=O)Nc1ccccc1Cl (configuration not stated)	-1.1	0	4	-12	11	0.0	nt	4
COc1ccc(/C=N\NC(=O)c2ccc(F)cc2)cc1COc1ccccc1C(N)=O	0.0	9	nt	2	-1	0.1	-6	-1
COc1ccc2c3c(n(C)c2c1)[C@@H](CO)N(C(=O)c1ccc(F)cc1)CC31CCN(CC2CC2)CC1	-0.1	-1	-9	nt	9	0.1	nt	nt
CCOC(=O)C(CCCCC(NC(C)=O)(C(=O)OCC)C(=O)OCC)(NC(C)=O)C(=O)OCC	-0.8	22	2	5	11	0.4	-1	-7
CN(C)CC1CC/C(=C\c2ccc(O)cc2)C1=O (configuration not stated)	-1.9	-9	44	49	1	0.4	-8	-1
O=C(NC(Cc1c[nH]c2ccccc12)C(=O)O)/C(=C\c1ccccc1)NC(=O)c1ccccc1 (configuration not stated)	5.0	10	6	7	11	0.1	-4	3
